# S2 tox – Viability Counterscreen for Primary qHTS for Inhibitors of ATXN expression. S2 cells (HEK-293 line with an ATXN2-luciferase reporter) viability, CellTiter-Fluor protease fluorescence, 24 h. Potency, µM (top dose mostly 56.7 µM), hits mostly cytotoxic. 400,000 tested, 0.49% active; further: potency means the concentration at half of the fitted maximal effect; nearly all actives have a fitted effect of over 40% in size
# SW480 rerep – A quantitative high throughput screen for small molecules that induce DNA re-replication in SW480 colon adenocarcinoma cells; SW480 DNA re-replication, Hoechst DNA content imaging, 48 h; Potency, µM (highest dose often 46.1 µM), for inactives: at the highest dose re-replication activation, usual class: activators; 340,000 tested, 1.8% active; AID 624297, 2012; further: potency means the concentration at half of the fitted maximal effect; % of control where 0% means no effect; nearly all actives have a fitted effect of over 55% in size
#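 Quantitative HTS format with DMSO vehicle controls; 48 hr drug incubation at 37 C, then 40 min Hoechst staining and scanning imager measurement at 405 nm excitation.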
# KB-3-1 cytotox – qHTS assay for MDR1-selective chemotherapeutics: Primary screen using the parental adenocarcinoma cell KB-3-1; KB-3-1 viability, CellTiter-Glo ATP luminescence, 72 h; Potency, µM (titrated, usually from 46.1 µM), for the others: at the top dose activity change, negative = cytotoxic, hits mostly cytotoxic; 400,000 tested, 1.4% active; AID 1347075, 2019; further: potency means the concentration at half of the fitted maximal effect; on the % scale 0 is the no-effect control and ±100 the full control effect; nearly all actives have a fitted effect of over 60% in size
#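 Luminescent ATP read-out (CellTiter-Glo) measures survival of drug-naive KB-3-1 cells after 72 h compound exposure at 37 °C. Titration series was screened from lowest to highest concentration, with DMSO vehicle plates as background controls.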
# IL-1B inflam inh – qHTS for Inhibitors of Inflammasome Signaling: IL-1-beta AlphaLISA Primary Screen | THP-1 LPS/ATP IL-1B secretion, AlphaLISA, 16 h; stronger effect = lower value | activity change, % at 57.5 µM | 360,000 tested, 4.7% active | AID 743279, 2014; in the data active means activity change below about -50%; inconclusive means mostly about -30% to -49%; further: on the % scale 0 is the no-effect control and ±100 the full control effect
#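 THP-1 cells pretreated 1 hr with compounds (up to 57.5 uM final), then stimulated with LPS (250 ng/mL final) plus ATP (1.25 mM final); secreted IL-1B measured by AlphaLISA after 16 hr, decreased signal indicating inhibition.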
# HT1080-NT tox – qHTS for induction of synthetic lethality in tumor cells producing 2HG: qHTS for the HT-1080-NT fibrosarcoma cell line; Potency, µM (top dose mostly 46.1 µM), for the others: at the top dose activity, negative = less viability, usual class: cytotoxic; AID 686970, 2013; HT-1080-NT fibrosarcoma viability, CellTiter-Glo ATP luminescence, 48 h; 360,000 tested, 1.6% active;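 further: NT is the 2HG producing partner of a matched IDH1 knockdown line; potency means the concentration at half of the fitted maximal effect; 0% = DMSO-treated cells and -100% = media-only wells without cells; nearly all actives have a fitted effect of over 55% in size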
#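 Compounds were tested in concentration-response format on HT-1080-NT cells for 48 hours at 37 degrees C. Cell viability came from CellTiter-Glo luminescence; curves were classified by r2, response magnitude and activity.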
# ATXN2 expr inh – Primary qHTS for Inhibitors of ATXN expression | AID 1745845, 2022 | HEK-293 ATXN2-luciferase reporter, luminescence, 24 h | Potency, µM (highest dose often 57 µM), for inactives: at the top dose activity change, negative = inhibition, usual class: inhibitors | 360,000 tested, 0.72% active; further: potency means the concentration at half of the fitted maximal effect; on the % scale 0 is the no-effect control and ±100 the full control effect; nearly all actives have a fitted effect of over 55% in size
#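 ATXN2-luciferase reporter cells (luciferase flanked by upstream and downstream ATXN2 gene portions) were treated 24 h at 37 °C with compounds at up to 57 uM. SteadyGlo luminescence gave expression; GF-AFC fluorescence gave viability.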
# HepG2 tox – qHTS for Inhibitors of TGF-b: Cytotox Counterscreen; HepG2 CAGA-GFP viability, ATP luminescence, 18 h; Potency, µM (top dose mostly 46.1 µM), without a hit: at the highest dose activity change, negative = cytotoxicity, usual class: cytotoxic; 410,000 tested, 0.76% active; AID 588856, 2011; further: potency means the concentration at half of the fitted maximal effect; some results filed as inactive show a strong effect at the top dose
#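 CellTiter-Glo luminescence gave cytotoxicity after 18 hours at 37 degrees C. The cells were HepG2 CAGA-GFP in 1% FBS DMEM, stimulated with 500 pg/mL TGF-beta after compound addition. %Activity was normalised to no-cell wells (complete cell-killing) and DMSO (no toxicity), and curves were fitted and classified.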
# HT1080 IDH1KD tx – qHTS for induction of synthetic lethality in tumor cells producing 2HG: qHTS for the HT-1080-IDH1KD cell line | HT-1080 IDH1 knockdown viability, ATP luminescence, 48 h | Potency, µM (titrated, usually from 46.1 µM), inactives show top-dose activity, negative = toxicity, actives largely listed as cytotoxic | 360,000 tested, 2% active | AID 686971, 2013;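 further: potency means the concentration at half of the fitted maximal effect; 0% = DMSO wells and -100% = cell-free medium wells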
#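 In this qHTS, HT-1080 cells depleted of IDH1 are exposed for 48 h at 37 °C to compound titrations. Toxicity is scored from CellTiter-Glo luminescence, with DMSO as full viability and medium alone as none.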
# MCF10A rereplic – A quantitative high throughput screen for small molecules that induce DNA re-replication in MCF 10a normal breast cells; Potency, µM (series often up to 46.1 µM), for the others: at the highest dose activity, positive = re-replication, hits mostly activators; 350,000 tested, 2.9% active; AID 624296, 2012; MCF 10A DNA re-replication, Hoechst nuclear intensity, 48 h; further: potency means the concentration at half of the fitted maximal effect; % of control where 0% means no effect; nearly all actives have a fitted effect of over 50% in size
# The depositor's hits bear a star; i = inactive; ? = inconclusive; . = no result given; [ ] = dose if it differs, or a comment. Unless noted, the call rests on the fitted dose curve; in most records, active means well fitted curve in the direction sought with a large enough effect; inconclusive means small, poorly fitted or top-dose-only effect, or another doubt; inactive means no such curve, though single readings can be large; an effect the other way counts as inactive or inconclusive.
# Every second line gives: S2 tox	SW480 rerep	KB-3-1 cytotox	IL-1B inflam inh	HT1080-NT tox	ATXN2 expr inh	HepG2 tox	HT1080 IDH1KD tx	MCF10A rereplic
- C#CCOCCOCCOCCNc1nc(N2CCOCC2)nc(N2CCN(C(=O)[C@H](CCCCN)n3cc([C@@H](N)CC(C)C)nn3)CC2)n1
 : i	?	7%	-9	2%	1%	50%	-1%	-3%
- O=C(c1coc2ccc(O)c(CN3CCOCC3)c12)C1CC1
 : i	-7%	-3%	10	1%	0%	-3%	-3%	0%
- CCC(=O)N(Cc1cccs1)C1CCOC(C)(C)C1 (configuration not stated)
 : i	-6%	-4%	9	11%	4%	4%	8%	-3%
- CCc1cc2cc(C)ccc2nc1SCC(=O)NNC(=O)c1ccco1
 : i	-2%	1%	-4	-12%	-12%	-31%	-19%	-6%
- COc1ccc(S(=O)(=O)N2CCC(C(=O)N3CCOCC3)CC2)cc1Cl
 : ?	-13%	11%	-14	1%	-1%	-11%	4%	2%
- CC(=O)c1c(O)cc(C)n(-c2ccc(F)cc2)c1=O
 : ?	-8%	7%	18	0%	.	-10%	3%	3%
- Fc1ccc2c(c1)c1n[nH]c(=S)nc1n2CCc1ccccc1
 : i	?	?	-10	-5%	8%	5%	-10%	0%
- C#CCOCCOCCOCCNc1nc(N2CCN(C(=O)C([C@@H](C)O)n3cc([C@@H](N)CCCCN)nn3)CC2)nc(N2CCN(C(=O)[C@H](CCC(=O)O)n3cc([C@@H](N)CCCCN)nn3)CC2)n1 (some centres not stated)
 : i	-4%	19%	15	9%	8%	-4%	12%	3%
- CC(C)C(=O)Nc1ccc(C(=O)Nc2nnc(C(C)(C)C)s2)cc1
 : i	17%	-4%	-10	-5%	1%	-18%	0%	8%
- CC(O)(c1cccnc1)c1nc(-c2ccc3ccccc3c2)cs1 (configuration not stated)
 : i	.	?	5	?	-4%	-10%	?	.
- COC(=O)Cn1c(O)c(N=NC(=O)OC)c2ccccc21
 : i	14%	-5%	-10	-5%	.	-16%	-8%	0%
- Cc1ccc[n+](-c2[nH]c(=O)sc2/C=N/N=C(\[O-])CCn2c3ccccc3c3ccccc32)c1
 : i	-12%	0%	6	21%	-16%	5%	0%	1%
- COc1ccc(S(=O)(=O)N2CCCC2CNC(=O)C(=O)NC2CCCC2)cc1 (configuration not stated)
 : ?	.	2%	4	0%	.	-6%	-3%	.
- CC(C)c1nnc(NC(=O)CCC(=O)N2CCN(Cc3ccc(F)cc3)CC2)s1
 : i	-6%	-18%	11	8%	-10%	-11%	-1%	2%
- O=c1cc(-c2ccc(C3CCCCC3)cc2)[nH][nH]1
 : i	7%	8%	-15	-23%	0%[11.3 µM]	7%	-30%	18%
- COc1ccc(CC(=O)Nc2ccc3nc(N4CCCCC4)cc(C)c3c2)cc1
 : i	.	-9%	.	.	-24%	-25%	.	.
- Clc1ccccc1-c1nnc2n1CCCCC2
 : i	-12%	-4%	-15	14%	-18%	-18%	10%	-1%
- COc1ccc(C=O)cc1C1=CC(=O)C[C@H](c2ccc(Cl)cc2)C1
 : ?	?	?	-7	?	?	-31%	?	?
- O=C(CCc1nc2ccccc2s1)N1CCN(S(=O)(=O)c2cccs2)CC1
 : ?	10%	0%	0	3%	-3%	-9%	6%	6%
- CCOC(=O)c1cnc2c(-c3ccccc3)c(-c3ccccc3)nn2c1C
 : i	-2%	0%	8	2%	-18%	3%	20%	?
- COc1ccc(OC)c(/C=C(\C)C(=O)c2c(C)cc(C)[nH]c2=O)c1
 : i	2%	3%	-22	3%	-6%	1%	4%	1%
- CN(C)c1ccc(/C=C/c2cc[n+](C)cc2)cc1
 : ?	?	23µM*	0	-22%	-38%	-24%	?	?
- COC(=O)[C@@]1(Cc2ccc(OC)cc2)[C@H]2c3cc(C(=O)N4CCCC4)n(Cc4ccc(C)c(F)c4F)c3C[C@H]2CN1C(=O)c1ccccc1
 : i	.	?	-26	?	-38%	.	?	.
- Cc1ccc(-n2c(C)nc3c(cnn3-c3ccccc3)c2=O)cc1
 : i	.	?	.	.	8%	-26%	.	.
- CC(=O)Nc1cccc(-c2csc(C(O)c3cccc(Cl)c3)n2)c1 (configuration not stated)
 : i	.	0%	5	-29%	-23%	-31%	-19%	.
- CCc1ccc(OCC(=O)Nc2ccc(S(=O)(=O)N3CCOCC3)cc2)cc1
 : i	-4%	2%	-10	2%	-6%	1%	-4%	6%
- CC1(C)Cc2ccccc2C(/C(C#N)=N/O)=N1
 : i	-4%	-7%	-18	5%	.	-9%	4%	-1%
- Cc1nc2ccccc2c(=O)n1-c1ccc(NC(=O)C(F)(F)F)cc1
 : i	.	-4%	.	.	6%	-6%	.	.
- CCN(CC(=O)Nc1c(F)cccc1F)C(=O)C1=COCCO1
 : i	2%	9%	6	9%	3%	-17%	7%	3%
- COc1ccc2c(c1)[C@H]1[C@H](CO2)[C@H](c2ccccc2)[C@]2(C)C(=O)Nc3cc(F)ccc3C(=O)N12
 : ?	?	?	?	?	-6%	-16%	?	?
- O=S(=O)(Nc1cccc(S(=O)(=O)N2CCCC2)c1)c1cccs1
 : i	0%	15%	15	12%	1%	-7%	16%	0%
- COc1ccc(OC)c(S(=O)(=O)N2CCC(C(=O)Nc3ccccc3)CC2)c1
 : i	?	?	11	-2%	0%	-6%	4%	-14%
- CC(=O)Nc1ccc(C(=O)OCC(=O)N2CCCC2)cc1
 : i	4%	-13%	14	4%	0%	17%	1%	-7%
- CC(=O)c1c(C)[nH]c(C(=O)NCc2cccc(Cl)c2)c1C
 : i	-4%	-5%	75	7%	-14%	5%	3%	?
- CCC(=O)Nc1sc2c(c1C(N)=O)CCN(C(C)=O)C2
 : i	-9%	25%	7	6%	0%	8%	6%	-2%
- O=C(CCS(=O)(=O)c1ccc(Br)s1)NC1CCCC1
 : i	5%	-17%	-10	5%	1%	-40%	6%	1%
- CCCCn1c(N)c(Sc2ccccc2)c(=O)[nH]c1=O
 : i	-7%	-18%	-3	10%	-6%	-18%	8%	0%
- Cc1cc(SCC(=O)N2c3ccccc3NC(=O)CC2C)nc2ccccc12 (configuration not stated)
 : ?	.	7%	-9	-6%	.	-33%	-1%	.
- CC(C)Nc1nc(-c2ccccc2F)c2sc(-c3ccccc3)cc2n1
 : i	.	0%	3	9%	6%	-18%	-7%	.
- O=C(C1CC1)N1CCC(c2nc(-c3ccc(S(=O)(=O)NCC4CCCO4)cc3)no2)CC1 (configuration not stated)
 : i	-1%	?	0	?	-10%	0%	-26%	-17%
- COc1ccc(N=Nc2cc(OC)c(N)cc2OC)cc1
 : i	16%	?	-25	-1%	4%	-5%	-8%	-17%
- CCc1ccc(N(CC(=O)NCC2CCCO2)C(=O)CCC(=O)Nc2nccs2)cc1 (configuration not stated)
 : i	-2%	17%	-1	5%	-17%	0%	3%	6%
- Cc1c(NC(=O)COC(=O)c2cc(-c3cccc4ccccc34)nc3ccccc23)c(=O)n(-c2ccccc2)n1C
 : i	0%	18%	9	-3%	4%	10%	-2%	?
- COc1cc2c(=O)n(C)c3ccccc3c2cc1OC
 : ?	.	5%	-24	5%	.	0%	11%	.
- Cc1ccc(S(=O)(=O)N(C)C(C)CCc2ccco2)cc1 (configuration not stated)
 : i	-22%	-7%	7	0%	-2%	-26%	5%	6%
- Cn1c(C(=O)NCCN2CCN(c3ccccc3F)CC2)cc2c(=O)n(C)c3ccccc3c21
 : i	2%	-16%	4	-3%	-4%	-8%	1%	0%
- NNC(=O)Cc1cn(-c2ncc(C(F)(F)F)cc2Cl)c2ccccc12
 : i	7%	0%	34	2%	0%	-2%	3%	6%
- CCOc1ccc(-c2csc(/C(C#N)=C/c3ccc(Br)cc3)n2)cc1
 : i	.	4%	.	.	8%	-22%	.	.
- CC(=O)Nc1ccc(S(=O)(=O)CC(=O)CS(=O)(=O)c2ccc(NC(C)=O)cc2)cc1
 : i	.	-23%	0	-4%	.	-31%	-3%	.
- Clc1ccc2nncn2n1
 : i	?	2%	5	1%	.	1%	1%	1%

# Next section:
# Every second line gives: S2 tox	SW480 rerep	KB-3-1 cytotox	IL-1B inflam inh	HT1080-NT tox	ATXN2 expr inh	HepG2 tox	HT1080 IDH1KD tx	MCF10A rereplic
- OCC[C@@H]1C[C@H](O)[C@@H](O)[C@@]2(Cc3ccccc3CCO2)O1
 : i	0%	2%	17	11%	8%	28%	17%	-1%
- O=C1CCN(Cc2ccc(Br)cc2)CCN1CCO
 : i	-6%	0%	-4	-3%	0%	-31%	2%	-15%
- COc1ccc(S(=O)(=O)Nc2ccc3c(c2)C(=O)N([C@H](C)CO)C[C@H](C)[C@@H](CN(C)S(=O)(=O)c2ccc(F)cc2)O3)cc1
 : i	9%	-3%	-27	20%	11%	-20%	9%	10%
- COc1ccccc1/C=C/C(=O)NCC(=O)N/N=C/c1cccnc1
 : i	-101%[inhibitor]	-2%	73	5%	.	0%	7%	-10%
- CC(=O)Oc1ccccc1C(=O)N(C1CCCCC1)C1CCCCC1
 : i	-16%	-5%	0	-29%	6%	-32%	-30%	25%
- COc1cc(S(=O)(=O)NC2CCCCC2C)ccc1Cl (configuration not stated)
 : i	-2%	-5%	8	-7%	-17%	7%	-3%	-1%
- O=C(NCCc1ccc2c(c1)OCCO2)c1ccc(F)cc1
 : i	.	-22%	0	-10%	13%	-14%	-23%	4%

# Source: PubChem (National Center for Advancing Translational Sciences (NCATS))
